SMN2 splice enh – SMN2 splice variant enhancement; HEK293 SMN2-luciferase splicing reporter, luminescence, 30-36 h; Potency, µM (highest dose often 46.1 µM), without a hit: top-dose activity change, positive = activation, usual class: activators; 2.8% of 210,000 active; AID 1458; note: % of control where 0% means no effect; nearly all actives have a fitted effect of over 55% in size
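qHTS luciferase splicing reporter: luminescence rises when SMN2 exon 7 is included in transfected HEK293 cells. Compound exposure lasted 30-36 h at 37C, with 4.5 mM final sodium butyrate as control, followed by a ONE-Glo read.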
ALDH1A1 block – inhibitors of human aldehyde dehydrogenase 1A1. Purified ALDH1A1, NADH fluorescence, propionaldehyde substrate. Potency, µM (doses to about 75.3 µM), for the others: at the top dose activity, negative = inhibition, usual class: inhibitors. 7.3% of 220,000 active. AID 1030; active = well fitted inhibition curve with a large enough effect, not every such curve was filed as active; inconclusive = small, poorly fitted or top-dose-only effect, or another doubt; inactive = no such curve, though single readings can be large or run the other way;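 note: plate controls were no enzyme wells and a reference inhibitor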
KDM4E inh – blocks human JMJD2E demethylase activity | B2RXH2 | 1.6% of 230,000 active | Potency, µM (series often up to 57.1 µM), without a hit: top-dose activity change, negative = inhibition, hits mostly inhibitors | JMJD2E catalytic domain, FDH-coupled NADH fluorescence (FDH is formaldehyde dehydrogenase); active = well fitted inhibition curve with a large enough effect, not every such curve was filed as active; inconclusive = small, poorly fitted or top-dose-only effect, or another doubt; inactive = no such curve, though single readings can be large or run the other way;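 note: 0% = wells with enzyme and -100% = buffer wells without enzyme; nearly all actives have a fitted effect of over 50% in size; many of its hits are not listed in these tables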
Target sequence (B2RXH2 1-337 limits assumed): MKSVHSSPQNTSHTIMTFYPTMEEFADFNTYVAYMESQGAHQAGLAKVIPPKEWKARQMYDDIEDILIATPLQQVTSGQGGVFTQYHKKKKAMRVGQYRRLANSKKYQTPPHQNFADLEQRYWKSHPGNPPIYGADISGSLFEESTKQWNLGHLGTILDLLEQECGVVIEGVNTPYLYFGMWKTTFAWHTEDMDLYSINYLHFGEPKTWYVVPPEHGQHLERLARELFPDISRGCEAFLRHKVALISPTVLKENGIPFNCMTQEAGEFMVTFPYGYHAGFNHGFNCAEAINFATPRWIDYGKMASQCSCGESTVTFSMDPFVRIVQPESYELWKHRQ
RGS12 GoLoco inh – RGS12 GoLoco-Gai1 interaction inhibition. P63096. Gai1:RGS12 GoLoco peptide FP, rhodamine, 10 min. Potency, µM (highest dose often 61.6 µM), for the others: at the highest dose activity, negative = inhibition, hits mostly inhibitors. 0.44% of 230,000 active; active = well fitted inhibition curve with a large enough effect, not every such curve was filed as active; inactive = no such curve, though single readings can be large or run the other way; note: % is set by controls: 0 for no effect and ±100 for the full control effect; nearly all actives have a fitted effect of over 30% in size; many of its hits are not listed in these tables
Target sequence (P63096 whole entry, looked up): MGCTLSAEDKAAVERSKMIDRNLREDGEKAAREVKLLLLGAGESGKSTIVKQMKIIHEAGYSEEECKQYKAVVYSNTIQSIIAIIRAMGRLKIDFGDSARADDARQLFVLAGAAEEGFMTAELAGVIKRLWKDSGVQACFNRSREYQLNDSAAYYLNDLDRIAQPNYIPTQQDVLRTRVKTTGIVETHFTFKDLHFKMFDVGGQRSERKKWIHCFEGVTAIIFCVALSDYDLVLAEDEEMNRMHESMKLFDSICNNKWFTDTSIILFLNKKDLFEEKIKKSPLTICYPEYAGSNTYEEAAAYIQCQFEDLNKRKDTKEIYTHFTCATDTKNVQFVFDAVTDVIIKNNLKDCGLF
GAA inh – alpha-glucosidase (human) inhibition. P10253. purified human GAA, 4-MU-alpha-glucoside fluorescence. Potency, µM (titrated, usually from 76.9 µM), for inactives: top-dose activity change, negative = inhibition, actives largely listed as inhibitors. 0.005% of 200,000 active. AID 1466;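 note: plate controls were uninhibited enzyme wells for no effect and no-enzyme background for full effect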
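Human enzyme at 4 nM with 400 uM 4-methylumbelliferyl-alpha-D-pyranoside, citrate/phosphate buffer pH 5.0, 0.005% Tween-20, 20 min at room temperature. Compounds up to 77 uM. 4-MU fluorescence (Ex 365/Em 440) read after NaOH/glycine stop; AC50 from Hill fit.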
GAA spleen mod – lysosomal alpha-glucosidase (human) modulation; P10253; human spleen homogenate, 4-MU-alpha-glucoside fluorescence; Potency, µM (doses to about 79.9 µM), for the others: top-dose activity change, negative = inhibition, usual class: inhibitors; 0.006% of 240,000 active; AID 2112;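 note: 0% = enzyme with vehicle and -100% = no enzyme basal signal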
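AC50 values come from Hill-equation fits of concentration-response data, normalized to no-enzyme and full-activity controls. Enzyme source: 1 ug human spleen homogenate; 1 mM fluorogenic 4-MU glucoside, pH 5.0 citrate buffer, 37 C, 40 min.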
GLA spleen mod – inhibits or activates alpha-galactosidase in human spleen homogenate | 0.008% of 240,000 active | Potency, µM (titrated, usually from 80 µM), for inactives: at the highest dose activity change, negative = inhibition, usual class: inhibitors | P06280 | human spleen homogenate, 4MU-alpha-Gal fluorescence, 40 min;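 note: 0% = enzyme with vehicle and -100% = no enzyme basal signal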
Target sequence (P06280 32-429 limits assumed): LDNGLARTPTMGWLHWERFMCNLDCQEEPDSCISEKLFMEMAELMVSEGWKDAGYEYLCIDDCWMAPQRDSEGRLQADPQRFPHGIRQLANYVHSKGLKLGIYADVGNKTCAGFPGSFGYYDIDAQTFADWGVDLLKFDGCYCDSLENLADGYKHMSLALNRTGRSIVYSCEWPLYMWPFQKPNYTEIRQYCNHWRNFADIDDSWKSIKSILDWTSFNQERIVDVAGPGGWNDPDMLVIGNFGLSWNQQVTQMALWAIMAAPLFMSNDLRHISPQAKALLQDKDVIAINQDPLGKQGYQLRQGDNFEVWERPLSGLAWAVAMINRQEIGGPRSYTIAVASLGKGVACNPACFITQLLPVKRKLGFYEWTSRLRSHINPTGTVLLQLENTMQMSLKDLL
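Fluorogenic readout (Ex 365/Em 440 nm) of 4-methylumbelliferone released from 1 mM 4-MU-alpha-galactoside by spleen homogenate, 40 min at 37C, pH 5.0. Data normalized to no-enzyme and enzyme controls; Hill-equation AC50 from compound titrations.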
GAA glycogen – alters human alpha-glucosidase cleavage of glycogen. Potency, µM (top dose mostly 76.4 µM), inactives show at the top dose activity change, negative = inhibition, actives largely listed as inhibitors. P10253. recombinant GAA, glycogen substrate, Amplex Red glucose oxidase fluorescence. 0.38% of 300,000 active;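 note: 0% = full enzyme reaction and -100% = no-enzyme basal signal; the screen sought inhibitors and activators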
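Recombinant human alpha-glucosidase (4 nM final) hydrolysed bovine liver glycogen (30 ug) for 40 min at 37 C in pH 5.0 citrate/phosphate with 0.01% Tween-20. Released glucose detected by glucose oxidase/Amplex Red, Ex 573/Em 610 nm. Compounds up to 77 uM; AC50 from Hill fits.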
* = called active by the depositor; ? = inconclusive; . = no result given; & = joins results of further samples; [ ] = remark or other dose. Unless noted, calls come from the whole dose curve; as a rule, active = well fitted curve in the direction sought with a large enough effect; inconclusive = small, poorly fitted or top-dose-only effect, or another doubt; inactive = no such curve, though single readings can be large; an effect the other way counts as inactive or inconclusive. Potency is the fitted concentration of half-maximal effect.

SMILES | SMN2 splice enh | ALDH1A1 block | KDM4E inh | RGS12 GoLoco inh | GAA inh | GAA spleen mod | GLA spleen mod | GAA glycogen
CN1CCN(c2ncc3nc(-c4ccc(Cl)cc4)c(=O)n(CCC#N)c3n2)CC1 | -26.6% | ? | . | -4.3% | . | 11.4% | 3.4% | .
COc1ccc(Br)cc1S(=O)(=O)N1CC(C)OC(C)C1 (configuration not stated) | 0.8% | ? | -3.5% | 3.9% | -5.8% | 1.2% | -3.7% | 6.8%
COc1ccc(/C=C/c2nc3cc(-c4ccccc4)ccc3o2)cc1O | -91.1%[inhibitor] | ? | 3.7% | 13.3% | 2.9% | 0.5% | 0.7% | -23.4%
Cc1ccc2cc(CN(CC3CCCO3)S(=O)(=O)c3c(C)ccc4nsnc34)c(=O)[nH]c2c1 (configuration not stated) | 1.6% | -2.1% | 7.6% | 6.0% | 3.6% | 2.3% | 5.4% | 1.8%
Cc1csc(NC(=O)c2cc(-c3ccncc3)nc3ccccc23)n1 | -3.8% | -2.3% | 3.0% | 21.1% | -7.3% | 3.4% | -0.9% | 1.5%
O=C(NCc1cccnc1)C1CCC(CNS(=O)(=O)c2ccc(Cl)cc2)CC1 (configuration not stated) | -26.9% | ? | -2.8% | 4.2% | 5.6% | -1.0% | 8.6% | 1.2%
O=C(NCCOc1ccccc1Cl)c1cc(F)c(F)cc1Cl | . | ? | -6.8% | . | -1.6% | 1.8% | -3.1% | -5.0%
Cc1ccc2nc(-c3ccc(NC(=O)CCN4C(=O)c5ccccc5C4=O)cc3)sc2c1 | 0.316µM* | 5.8% | -2.3% | -15.7% | 1.0% | -3.9% | 5.1% | 10.1%
CCOC(=O)C1=C(c2ccccc2)NC(=S)NC1c1ccc(Cl)c([N+](=O)[O-])c1 (configuration not stated) | -22.4% | 0.708µM* | 3.9% | 14.6% | -5.2% | -1.4% | 3.1% | 6.0%
CC(=O)c1c(C)nc2ccccn12 | . | 3.7% | 0.1% | 3.4% | -1.0% | -6.0% | -7.7% | -0.8%
O=C(CNC(=O)c1ccc(Br)o1)NCc1ccc2c(c1)OCO2 | -13.2% | 17.8% | 0.3% | 5.0% | -0.3% | -1.0% | 3.5% | 3.7%
COc1ccccc1NC(=O)Nc1ccnn1C1CCCCC1 | -9.0% | 2.9% | 5.5% | 9.8% | -0.1% | -1.5% | 5.5% | -0.4%
Cc1cccn2c(N)c(-c3ccccc3)nc12 | 27.3% | ? | ? | 11.0% | -3.9% | -3.9% | ? | ?
O=C(COc1cc(Cl)c(Cl)cc1Cl)NC(=O)Nc1ccc2c(c1)OCCO2 | 17.8µM* | 3.9% | 7.3% | 4.3% | 8.4% | -0.8% | 7.2% | 0.5%
CN(c1ccccc1)S(=O)(=O)c1cccc(C(=O)Nc2nn[nH]n2)c1 | . | -4.7% | -4.2% | 8.0% | -9.1% | 8.1% | 9.4% | 8.0%
CCOC(=O)C1C(=O)C=C(c2ccc(C)cc2)CC1c1cccc([N+](=O)[O-])c1 (configuration not stated) | . | 2.51µM* | -1.6% | . | -6.8% | -11.9% | -2.4% | -5.3%
O=c1c2ccccc2nc(-c2ccc(F)cc2)n1NCc1ccccc1O | -44.5%[inhibitor] | 3.1% | -1.4% | 5.7% | -13.9% | 0.9% | -1.3% | -8.6%
CC1CCCCC1NC(=O)COC(=O)c1ccc2ccccc2n1 (configuration not stated) | -9.0% | ? | -1.9% | 34.3%[activator] | 0.2% | -6.8% | -2.0% | -2.7%
O=C(C(=O)N1CC=C(c2ccccc2)CC1)c1c[nH]c2ccccc12 | 9.2% | -9.2% | -6.4% | 5.3% | -6.3% | -7.9% | 3.9% | -10.4%
CCCCNc1cc(=O)n(C)c(=O)[nH]1 | 17.7% | 16.8% | -0.1% | -8.8% | -3.3% | 2.6% | 2.0% | 13.7%
CCN1CCN(c2nc(Nc3ccc(OC)cc3)nc(N)c2[N+](=O)[O-])CC1 | . | 2.3% | 1.9% | 3.6% | 5.5%[15.4 µM] | -3.1% | 3.0% | 2.9%
CCCCSc1nnc(NC(=O)CCc2ccccc2)s1 | 5.0% | -0.9% | -1.5% | 6.7% | 0.1% | -4.9% | 0.4% | -18.8%
CCOC(=O)C(NC(=O)c1ccc(OC)cc1)(Nc1cc(C)on1)C(F)(F)F (configuration not stated) | -16.7% | 4.4% | 3.3% | 7.2% | -31.4% | -3.4% | -0.6% | 9.0%
CCC(=O)NNc1cccc(Cl)n1 | 12.6% | 13.8% | 2.9% | 2.9% | 7.0% | -2.3% | 5.5% | -8.6%
CCCc1nc2ccccc2c(=O)n1-c1ccc(C(=O)OCC)cc1 | -34.9%[inhibitor] | -7.3% | -0.2% | 9.8% | ? | 0.1% | -1.8% | 4.2%
COc1ccccc1C(=O)NNC(=O)c1cccc([N+](=O)[O-])c1 | ? | -8.2% | 3.3% | -2.2% | 4.2% | 1.8% | -14.1% | -1.5%
C#C[C@]1(O)CC[C@@H]2[C@H]3CCC4=CCCC[C@@H]4[C@@H]3CC[C@@]21C | 8.3%[20.6 µM] | ? | -4.7%[25.5 µM] | -2.8%[21.6 µM] | . | -7.2%[29.1 µM] | 10.2%[29.1 µM] | .
Cc1[nH]n(C(N)=S)c(=O)c1N=Nc1cc(-c2ccc(Br)cc2)[nH]n1 | ? | -2.2% | -6.0% | 11.3% | 2.3% | 5.4% | 6.1% | -4.8%
Cc1ccc(CSC(Nc2ccc(F)cc2)=C(C#N)C#N)cc1 | . | ? | -2.4% | -4.3% | -6.9% | 10.2% | 11.8% | -9.2%
Nc1ccc(S(=O)(=O)Nc2ccccn2)cc1 | ? | 1.3% | -7.6% | -7.8% | 1.7%[15.4 µM] | -8.7% | -14.2% | -1.6%
CCc1c(C(=O)O)[nH]c2ccc(Br)cc12 | 23.6% | -4.0% | 3.0% | 18.2% | 2.5% | 2.5% | -17.2% | 5.8%
FC(F)Oc1ccc(NC(=S)NCC2COc3ccccc3O2)cc1 (configuration not stated) | 23.3% | -2.8% | 5.9% | 5.3% | 1.3% | -5.9% | -5.7% | -4.1%
O=C(CSc1nc(O)c(-c2ccccc2)c(=O)[nH]1)N1CCOCC1 | 2.0% | -5.9% | -6.7% | -13.2% | 6.1% | -6.7% | -1.2% | 2.2%
CCOc1ccc(S(=O)(=O)NCCC2=CCCCC2)c2ccccc12 | . | 4.3% | 8.6% | . | -12.0% | -2.4% | 3.4% | -14.6%
CCCCCc1c(O)nc(SCCN(CC)CC)[nH]c1=O | 13.0% | 15.0% | -18.2% | 2.6% | 0.5% | 3.0% | 5.7% | -4.7%
Cn1cc(S(=O)(=O)N2CCN(c3cccc(C(F)(F)F)c3)CC2)c(=O)n(C)c1=O | -6.9% | 15.7% | 5.8% | 8.6% | 2.2%[15.4 µM] | 4.5% | 8.9% | -2.0%
COc1ccc2c(c1)O[C@@H](c1cccc(C(F)(F)F)c1)[C@H](OC(=O)Nc1ccc(OC(F)F)cc1)C2=O | -12.4%&-20.4% | 1.9%&-4.5% | ? | 6.6%&0.2% | 2.2%[15.4 µM] | 5.1%&2.6% | -3.4%&2.9% | -9.0%
CCCn1c(N)c(NCCN2CCOCC2)c(=O)n(CC(=O)NCc2ccccc2)c1=O | 9.4% | -2.6% | 3.5% | 5.7% | -2.0% | -6.2% | 6.2% | -0.3%
O=C(CSc1nn(-c2ccc(F)cc2)c(=S)s1)NC1CCS(=O)(=O)C1 (configuration not stated) | -0.1% | -5.0% | 1.2% | 19.2% | -0.1% | -0.6% | 0.3% | 9.3%
CSCCC(NC(=O)c1ccccc1)C(=O)NCc1ccco1 (configuration not stated) | 12.9% | 10.5% | -0.9% | 4.2% | -7.1% | 2.2% | -1.6% | 3.2%

Results in GLA spleen mod, ALDH1A1 block and GAA spleen mod (2 entries from above):
SMILES,GLA spleen mod,ALDH1A1 block,GAA spleen mod
CCOc1ccc(S(=O)(=O)NCCC2=CCCCC2)c2ccccc12,3.4%,4.3%,-2.4%
CCCCCc1c(O)nc(SCCN(CC)CC)[nH]c1=O,5.7%,15.0%,3.0%

Next records follow.
SMILES | SMN2 splice enh | ALDH1A1 block | KDM4E inh | RGS12 GoLoco inh | GAA inh | GAA spleen mod | GLA spleen mod | GAA glycogen
CCN1CCN(CCC(=O)Nc2ccc(Br)cc2)CC1 | -1.0% | -1.7% | -2.8% | -5.0% | -1.9% | . | -0.7% | 12.0%
CN(C)c1ncc2nc(-c3ccccc3)c(=O)n(C[C@H]3CCCO3)c2n1 | . | ? | . | 23.7% | . | 14.6% | 26.3% | .
COc1ccc(CCC(=O)Nc2nc3ccccc3[nH]2)cc1OC | 9.2% | 11.7% | 6.1% | 4.6% | -6.0% | -4.2% | -5.5% | 1.9%
c1ccn2c(c1)nc1c2nc2ccccn21 | 24.3% | ? | ? | -2.2% | ? | ? | ? | 0.2%
COc1ccc(NS(=O)(=O)c2cc(NC(=O)c3ccc(C)s3)ccc2N2CCOCC2)cc1 | . | . | ? | 28.7% | . | -1.2% | 0.4% | -4.5%
CCCc1[nH]nc2c1C(c1ccccc1OC)C(C#N)=C(N)O2 (configuration not stated) | -8.6% | ? | -1.8% | -2.9% | -1.5% | 1.0% | 0.7% | -7.7%
CCOC(=O)c1c(CC(C)C)csc1NC(=O)CCl | -13.4% | 8.91µM* | -7.1% | -4.4% | ? | 1.0% | 20.7% | 0.9%
Cc1nc2nc[nH]n2c(=O)c1NS(C)(=O)=O | 24.0% | 0.9% | -11.1% | 5.2% | -7.2% | -11.1% | 2.0% | -4.3%
O=C(Nc1cccnc1)c1ccc(-c2ccccc2)cc1 | -2.1% | 11.2% | -0.4% | 11.3% | -7.6% | 5.5% | 1.7% | ?
O=C1OCC2=C1C(c1ccccc1)CC(=O)N2c1cccc(F)c1 (configuration not stated) | -5.6% | 2.1% | 3.7% | 5.3% | -0.6% | -3.4% | 6.5% | 5.2%
CCC(=O)N1CCN(c2ccc(Cl)cc2NC(=O)c2cccc([N+](=O)[O-])c2)CC1 | -8.0% | 7.4% | -5.1% | 7.8% | -1.8% | -9.4% | -12.1% | 23.8%
COc1ccc(/C=N/NC(=O)c2ccc(O)cc2)cc1CN1CCCc2ccccc21 | ? | -4.8% | -15.1% | 19.8% | -14.4% | -1.3% | -0.9% | -10.4%
CC(C)n1c(NCc2cccs2)nc2ccccc21 | 17.8% | 0.3% | -2.4% | -6.2% | -10.3% | 0.9% | 2.6% | 7.1%

Bioassay records from PubChem.

These rows are one share of the data (hit frequency here may not be typical).
